High-throughput results: PubChem BioAssay, several laboratories
MRP resist rev: compounds reversing MRP-mediated drug resistance | H69AR cells + 2 uM doxorubicin, CellTiter-Glo, 72 h | differential viability (reversal), % at 10 µM | 85,000 compounds, 0.04% hits;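 active = viability drop by adding the cancer drug above about 55%, with treated viability meeting a 40% cutoff, limit read from the data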;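 also: viability without doxorubicin minus viability with 2 µM doxorubicin for each compound; larger differential means the compound sensitizes cells more to doxorubicin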
NFkB transloc pot: enhances IL-1B driven NFkB nuclear translocation | 94,000 compounds, 0.3% hits | activation, % at 2 µM | HUVEC IL-1B NFkB p65 nuclear translocation imaging;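 active = activation above 40%, about the mean plus 3 SD, also judged a hit on visual image review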;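 also: percent activation is computed from the nuclear over cytoplasmic p65 intensity ratio; values of inactives mirror those of a sister screen read the other way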
Bcl-B displacement: displacers of TR3 peptide from Bcl-B, primary screen, selectivity assay for Bfl-1 inhibitor project, biochemical, fluorescence polarization; FP displacement of FITC-TR3 peptide from Bcl-B; higher % means a stronger effect; displacement, % at 20 µM; hits with a dose series show IC50 in µM; 96,000 compounds, 0.11% hits; AID 748;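 active = displacement above 50% at 20 µM plus a fluorescence interference ratio under 1.5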;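 also: plate controls were wells without compound for no effect and wells lacking Bcl-B protein for full effect; a part of the inactive calls stands beside numbers as strong as those of hits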
NFkB transloc inh: blocks IL-1B driven NFkB nuclear translocation in HUVEC cells. 94,000 compounds, 0.43% hits. AID 796. inhibition, % at 2 µM. HUVEC IL-1B NFkB p65 nuclear translocation imaging;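 active = inhibition above about 30% together with a positive call from visual inspection of the well image, limit read from the data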;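 also: nuclear over cytoplasmic p65 intensity ratio measured by imaging; 0% = IL-1B stimulated DMSO wells and 100% = unstimulated DMSO wells; values of inactives mirror those of a sister screen read the other way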
PLAP inhibitors HTS: inhibition of human placental alkaline phosphatase – biochemical, luminescence, HTS (AID 690); purified PLAP, luminescent substrate; higher % means a stronger effect; one-dose inhibition, % at 20 µM; IC50 in µM for titrated hits; 96,000 compounds, 0.08% hits; in the data active = a potency from the dose series; inactive = the rest, 99 in 100 with inhibition below about 30%; also: strong numbers were not always called active
MRP resist rev cytotoxicity: also measured in MRP resist rev; calls as there; viability, %; H69AR cells, CellTiter-Glo, 72 h; measured here: cytotoxicity without doxorubicin
MRP resist rev with doxorubicin: further read-out of MRP resist rev, marked with its call; viability, %; measured here: viability with 2 uM doxorubicin; stronger effect = lower value
NFkB transloc inh cell count 2 µM: recorded beside NFkB transloc inh, whose call it bears; cell count; measured here: cells passing quality filter;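 raw number of nuclei counted in each imaged well without normalization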
NFkB transloc pot cell count 2 µM: further read-out of NFkB transloc pot, marked with its call; cell count; measured here: cells passing quality filter
* = called active by the depositor; x = no result given.

SMILES | MRP resist rev | MRP resist rev cytotoxicity | MRP resist rev with doxorubicin | NFkB transloc pot | NFkB transloc pot cell count 2 µM | Bcl-B displacement | NFkB transloc inh | NFkB transloc inh cell count 2 µM | PLAP inhibitors HTS
CC(=O)c1ccc(-n2nnnc2SCC(=O)Nc2cccc(NC(=O)c3ccco3)c2)cc1 | 0 | 72 | 72 | 4 | 144 | -9% | -4 | 144 | 11%
Cc1nnc2c3cnn(-c4ccc(Cl)cc4)c3ncn12 | 6 | 91 | 85 | x | x | 5% | x | x | 33%
COc1cccc(C(=O)N2CCN(C(=O)c3cccc4ccccc34)CC2)c1OC | 2 | 86 | 85 | 19 | 180 | -7% | -19 | 180 | -56%
CC1CCCCN1C(=O)Cc1ccc(F)cc1 (stereo unspecified) | -15 | 87 | 102 | 1 | 110 | -3% | -1 | 110 | -22%
COC(=O)c1[nH]c2ccc(Br)cc2c1NC(=O)C(C)N1CCN(C2CCCCC2)CC1 (stereo unspecified) | 6 | 15 | 9 | 0 | 172 | 2% | 0 | 172 | -48%
O=C(c1cccn2c(=O)c3cc(Br)ccc3nc12)N1CCN(c2ccccn2)CC1 | 22 | 106 | 84 | -10 | 64 | 4% | 10 | 64 | -11%
CCN1C(=O)CC(N2CCN(c3ccc(OC)cc3)CC2)C1=O (stereo unspecified) | 0 | 97 | 97 | -13 | 77 | -1% | 13 | 77 | -6%
O=S(=O)(NCc1ccc2c(c1)OCO2)c1ccc2c(c1)oc1ccccc12 | 1 | 96 | 95 | 9 | 99 | -13% | -9 | 99 | 14%
CC(c1ccccc1)n1cc(C(=O)NCC2CCCO2)nn1 (stereo unspecified) | 3 | 101 | 98 | 25 | 134 | x | -25 | 134 | x
CCCN1C(=O)c2ccc(C(=O)NC3=NCCS3)cc2C1=O | 0 | 95 | 94 | 1 | 102 | 3% | -1 | 102 | -9%
CCN(CC)C(=O)CSc1nnc([C@H](Cc2c[nH]c3ccccc23)NC(=O)OC(C)(C)C)o1 | 7 | 84 | 77 | 5 | 180 | 4% | -5 | 180 | -36%
Nc1ccc(C(O)(C(F)(F)F)C(F)(F)F)cc1 | 7 | 90 | 83 | 2 | 194 | -9% | -2 | 194 | 7%
Cc1ccc(C(=O)N2CCC(C)CC2)cc1C | 2 | 87 | 84 | 1 | 112 | x | -1 | 112 | x
O=c1ccnc(SCc2ccccc2Cl)[nH]1 | 8 | 96 | 88 | -18 | 139 | -7% | 18 | 139 | -5%
CCC(C)C(NC(=O)C1CCC(C)CC1)C(=O)NC(CCSC)C(=O)OC (stereo unspecified) | 0 | 94 | 94 | 12 | 189 | -5% | -12 | 189 | 1%

3 compounds from above, ordered by their value in NFkB transloc pot, highest first:
SMILES,NFkB transloc pot
Cc1ccc(C(=O)N2CCC(C)CC2)cc1C,1
COC(=O)c1[nH]c2ccc(Br)cc2c1NC(=O)C(C)N1CCN(C2CCCCC2)CC1 (stereo unspecified),0
CCN1C(=O)CC(N2CCN(c3ccc(OC)cc3)CC2)C1=O (stereo unspecified),-13

(list continues)
SMILES | MRP resist rev | MRP resist rev cytotoxicity | MRP resist rev with doxorubicin | NFkB transloc pot | NFkB transloc pot cell count 2 µM | Bcl-B displacement | NFkB transloc inh | NFkB transloc inh cell count 2 µM | PLAP inhibitors HTS
CCc1c(-c2ccccc2)nc2nc(C)c(C)nn12 | 17 | 98 | 81 | 7 | 204 | 32% | -7 | 204 | -9%
CC(=O)c1ccc(OCCCC(=O)OCc2nnc(-c3ccc(Cl)cc3)o2)cc1 | 7 | 87 | 80 | 2 | 118 | -74% | -2 | 118 | -80%
CCOC(=O)c1c(C)nc2sc3c(=O)n(-c4ccc(C)cc4)cnc3c2c1-c1ccc(OC)cc1 | x | x | x | -2 | 100 | -9% | 2 | 100 | -11%
C#CC[N+]1(CC#Cc2ccccc2)CCOCC1 | 15 | 99 | 84 | 11 | 161 | -10% | -11 | 161 | 9%
CC1CCCCN1CCNS(=O)(=O)c1ccc2c(c1)oc(=O)n2C (stereo unspecified) | 4 | 83 | 79 | 26 | 149 | -2% | -26 | 149 | 7%
Cc1[nH]n(-c2ccccc2)c(=O)c1C(C[N+](=O)[O-])c1ccc(Br)cc1 (stereo unspecified) | x | x | x | 24 | 178 | -3% | -24 | 178 | -2%
COc1ccc(Cl)cc1NC(=O)c1oc(C)nc1C | -11 | 50 | 62 | 2 | 149 | 3% | -2 | 149 | -35%
Cc1ccc(C(=O)C2CCN(CC(=O)NC3CCCCC3)CC2)cc1 | 12 | 96 | 84 | -19 | 119 | 0% | 19 | 119 | -57%
OCCN(Cc1ccccc1)Cc1cccc(C(F)(F)F)c1 | -25 | 62 | 86 | 0 | 148 | -4% | 0 | 148 | 5%
Cc1cc(Br)ccc1NC(=O)CN1C(=O)CCC1=O | x | x | x | -2 | 128 | -3% | 2 | 128 | 13%
CCOC(=O)c1cc2sc(C)cc2n1CC(=O)N(CC)CC | -10 | 86 | 96 | -2 | 157 | 2% | 2 | 157 | -20%
Cc1cc(C(=O)Nc2nnc(C3CCCCC3)s2)cs1 | 14 | 88 | 74 | x | x | -8% | x | x | -2%
Cc1noc(/C=C/N(C)C)c1S(=O)(=O)N1CCCC(C(=O)NCc2ccc(F)cc2)C1 (stereo unspecified) | 8 | 103 | 95 | -7 | 153 | -2% | 6 | 153 | -13%
Cc1ccc(NC(=O)C(C)N2CCOCC2)c(C(=O)c2ccccc2)c1 (stereo unspecified) | 3 | 70 | 67 | 1 | 120 | -10% | -1 | 120 | -11%
Cc1nc2sc(C)c(C)c2c(=O)o1 | 10 | 101 | 92 | -12 | 148 | -6% | 12 | 148 | -20%
Cc1onc(-c2c(Cl)cccc2Cl)c1C(=O)NCCN1CCOCC1 | 18 | 101 | 83 | -8 | 101 | -10% | 8 | 101 | 2%
COc1cccc2cc(-c3nnc(SCC(=O)NCc4ccccc4)n3C)oc12 | -4 | 80 | 83 | 25 | 125 | -8% | -25 | 125 | 24%
O=C(C1CC1)N1CCC(C(O)(c2ccccc2)c2ccccc2)CC1 | x | x | x | 22 | 141 | -5% | -22 | 141 | -69%
COc1cccc(C2N(c3ccccn3)C(=O)C3CCCN32)c1OC (stereo unspecified) | 11 | 100 | 89 | -1 | 146 | -1% | 1 | 146 | 1%
Cc1nn(C)c(C)c1-c1c(C#N)c(N)nc2c1CCCCCC2 | x | x | x | -10 | 115 | 9% | 10 | 115 | -2%
C=CCN(CC=C)CC(=O)Nc1ccc(S(N)(=O)=O)cc1 | 0 | 85 | 85 | -42 | 126 | x | 42* | 126* | x
O=C(OCc1ccc(Cl)c(Cl)c1)c1ccccn1 | 8 | 106 | 98 | 6 | 62 | 13% | 6 | 144 | -24%
COCCCNC(=O)C1CCN(C(=O)Nc2ccc(Cl)cc2)CC1 | 9 | 94 | 84 | 3 | 166 | -4% | -3 | 166 | -7%
CCOc1ccccc1-c1cc(-c2ccccc2)nc2c1c(=O)n(C)c(=O)n2C | 27 | 81 | 54 | 9 | 198 | -3% | -9 | 198 | 9%
Cc1ccc(/C=N/n2cnnc2)s1 | 7 | 97 | 90 | 4 | 186 | -11% | -4 | 186 | 8%
Cc1ccccc1OC(=O)CCC(=O)OCCCC(F)(F)C(F)(F)F | 5 | 88 | 83 | 23 | 166 | 0% | -23 | 166 | -7%
Cc1c(/N=C/c2ccco2)n(Cc2ccccc2)c2ccccc12 | x | x | x | -5 | 146 | -6% | 5 | 146 | 28%
O=P(c1ccccc1)(c1ccccc1)C1CCCO1 (stereo unspecified) | 0 | 92 | 92 | -3 | 201 | -2% | 3 | 201 | -23%
COc1cccc(-c2csc(N3CCN(C(=S)Nc4ccccc4)CC3)n2)c1 | x | x | x | -8 | 156 | -7% | 8 | 156 | 11%
Cc1ccc(CN2C(=O)CCC2C(=O)N2CCN(c3ccc(F)cc3)CC2)cc1 (stereo unspecified) | 5 | 80 | 75 | 24 | 130 | 4% | -24 | 130 | -31%
Cc1ccc(C)c(NC(=O)CSc2nnc(CCCCCNC(=O)OC(C)(C)C)o2)c1 | 9 | 86 | 77 | -9 | 126 | 16% | 9 | 126 | -36%
O=C(Nc1ccccc1Cl)N1CCN(c2ccc3nnc(-c4ccccc4)n3n2)CC1 | 22 | 75 | 53 | -1 | 186 | 17% | 1 | 186 | -50%
COc1cccc(CNC(=O)C2CCC(CNS(=O)(=O)c3cccc4nsnc34)CC2)c1 (stereo unspecified) | -9 | 73 | 83 | -12 | 159 | 3% | 12 | 159 | -44%
Cc1ccc(NC(=O)NC2=N/C(=C(/C#N)C(=O)N3CCCC3)c3ccccc32)cc1 | -18 | 37 | 55 | x | x | -33% | x | x | -9%
Cn1cccc1C(=S)N1CCOCC1 | x | x | x | 20 | 163 | 0% | -20 | 163 | 11%
CCOC(=O)CN=C1CC(C)(C)CC2=C1Sc1ncnc(N(C)C)c1N2 | -17 | 68 | 84 | 8 | 190 | 21% | -8 | 190 | -90%
COc1ccc2nc(NC(=O)c3ccc(Br)s3)sc2c1 | 3 | 94 | 91 | 15 | 74 | -15% | -15 | 74 | 12%
Cc1ccccc1C(=O)N/N=C/c1ccc(OCC(=O)N2CCCCC2)cc1 | x | x | x | x | x | 3% | x | x | -16%
O=C(Nc1ccc(-n2cnnn2)cc1)C1CCCCC1 | -3 | 83 | 86 | -1 | 125 | 0% | 1 | 125 | -25%
Cc1ccc(-c2nn(CC(=O)NCCN3CCOCC3)c(=O)c3ccccc23)cc1 | 9 | 93 | 83 | 15 | 129 | 0% | -15 | 129 | -44%
CCn1c(CSc2nc3ccccc3s2)nnc1SCC(=O)c1ccc2c(c1)OCCO2 | -2 | 86 | 88 | -1 | 123 | 12% | 2 | 123 | x
CC(=O)Nc1ccccc1-c1nc2ccc(C(=O)N3CCN(c4cccc(C)c4)C(C)C3)cc2[nH]c1=O (stereo unspecified) | -8 | 78 | 86 | 24 | 175 | 2% | -24 | 175 | -46%
COc1cc(C=C(C(C)=O)C(C)=O)ccc1O | -6 | 91 | 97 | -1 | 172 | 3% | 1 | 172 | 34%
CCS(=O)(=O)N1CCC(C(=O)Nc2cc(Cl)ccc2O)CC1 | 10 | 101 | 92 | 16 | 129 | x | -16 | 129 | x
Cn1c(=O)c(C#N)c(-c2ccccc2)n2cnnc12 | -2 | 95 | 96 | 8 | 181 | -2% | -8 | 181 | 15%
Cc1cccnc1-n1c(CCN2C(=O)c3ccccc3C2=O)nc2ccccc2c1=O | 10 | 98 | 88 | 3 | 162 | 1% | -3 | 162 | -7%
Cc1ccc(C(C)C)c(OCc2nc(-c3nonc3N)no2)c1 | 9 | 86 | 77 | -1 | 213 | 4% | 1 | 213 | -3%
CNC(=O)NC(=O)C(C)OC(=O)c1c(C)noc1C (stereo unspecified) | x | x | x | -2 | 120 | -12% | 2 | 120 | 20%
CCC(=O)Nc1cccc(NC(=S)NC(=O)Cc2ccccc2)c1 | x | x | x | 1 | 186 | -1% | -1 | 186 | -18%
COCCn1nnnc1C(c1cccc(C(F)(F)F)c1)N1CCOCC1 (stereo unspecified) | -9 | 97 | 106 | 1 | 154 | x | 0 | 154 | x
COc1cccc(OC)c1C(=O)NCCN1CCN(C(=O)c2c(OC)cccc2OC)CC1 | -15 | 84 | 99 | 24 | 135 | -9% | -24 | 135 | -43%
CCSc1nc2sc3c(c2c(=O)[nH]1)CCCC3 | 5 | 80 | 75 | 3 | 118 | x | -3 | 118 | x

Three entries from above, with two lines to a compound:
Below each compound: MRP resist rev	MRP resist rev cytotoxicity	MRP resist rev with doxorubicin	NFkB transloc pot	NFkB transloc pot cell count 2 µM	Bcl-B displacement	NFkB transloc inh	NFkB transloc inh cell count 2 µM	PLAP inhibitors HTS
Cc1ccc(C(C)C)c(OCc2nc(-c3nonc3N)no2)c1
    9	86	77	-1	213	4%	1	213	-3%
CNC(=O)NC(=O)C(C)OC(=O)c1c(C)noc1C (stereo unspecified)
    x	x	x	-2	120	-12%	2	120	20%
CCC(=O)Nc1cccc(NC(=S)NC(=O)Cc2ccccc2)c1
    x	x	x	1	186	-1%	-1	186	-18%

Only part of the results is shown. The share of hits here may be higher or lower than overall.
